CHOP UPR activ – apoptotic UPR (CHOP) activation; CHO-CHOP luciferase reporter, luminescence; percent of tunicamycin response over DMSO baseline; activation, % at 10 µM; hit rate 0.34% among 330,000;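 active = at 10 µM dose, activation of 40% or more, normalized to positive control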;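 note: 100% = tunicamycin at 10 µg/mL and 0% = DMSO alone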
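Assay system: CHO-CHOP cells, stable luciferase reporter of PERK-eIF2a-CHOP signalling / Buffer or medium: F12 plus 10% serum / Compound dosing: one dose, 10 µM in 0.5% DMSO / Times: 6 h compound treatment, 37 °C / Technique: luciferase luminescence / Read-out: % reporter activation, DMSO baseline versus tunicamycin full activation / Benchmarks: tunicamycin and DMSO controls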
tim23-1 inh – growth inhibitors of tim23-1 mutant yeast; S. cerevisiae tim23-1 growth, BacTiter-Glo luminescence, 24 h; inhibition, % at 20 µM; AID 463212; hit rate 1.3% among 330,000;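 active = growth inhibition of the mutant yeast at or above 50%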;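 note: temperature-sensitive mutant grown at 25 °C; plate controls were DMSO-treated mutant yeast for no effect and medium wells lacking yeast for full effect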
APJ agonist – agonists of human APJ apelin receptor | activation, % at 20 µM | AID 2520 | hit rate 0.11% among 330,000 | CHO-K1 APJ PathHunter beta-arrestin, luminescence; 0% DMSO wells, 100% apelin | P35414;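 active = activation more than six SD over the plate average, tested at 20 µM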;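 note: 0% = DMSO alone and 100% = apelin-13 at 10 nM; some results filed as inactive read as strong as hits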
Target sequence (P35414 whole entry, looked up): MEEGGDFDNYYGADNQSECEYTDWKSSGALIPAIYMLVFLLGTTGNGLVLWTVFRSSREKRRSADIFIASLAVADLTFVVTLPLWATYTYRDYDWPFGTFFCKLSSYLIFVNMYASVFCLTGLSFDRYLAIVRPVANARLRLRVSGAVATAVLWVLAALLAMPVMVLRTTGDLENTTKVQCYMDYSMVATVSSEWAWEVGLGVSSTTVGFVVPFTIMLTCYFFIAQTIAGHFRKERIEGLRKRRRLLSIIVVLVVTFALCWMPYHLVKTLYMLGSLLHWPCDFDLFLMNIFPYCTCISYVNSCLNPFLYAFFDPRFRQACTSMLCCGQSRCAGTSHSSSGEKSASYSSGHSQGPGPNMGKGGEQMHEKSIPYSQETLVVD
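Assay system – PathHunter CHO-K1 APJ (AGTRL-1) beta-arrestin reporter cells · Compound – one dose, 20 µM compound, 1% DMSO · Timing – compound 90 min 25 °C, reagent 1 h · Measured by – luminescence from split beta-galactosidase complementation, Galacton Star/Emerald II substrate · Measure – beta-arrestin recruitment to APJ as agonist activity, luminescent signal · Benchmarks – DMSO vs Apelin-13 10 nM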
Jurkat NFkB inh – inhibitors of the PMA/ionomycin-induced NF-kB reporter in Jurkat cells; PMA/ionomycin-induced NF-kB luciferase reporter, luminescence; inhibition, % at 4 µM; hit rate 0.53% among 330,000; AID 435003; in the data active = inhibition above about 50%
UPR XBP1 act – activators of adaptive arm of unfolded protein response (XBP1). CHO-XBP1 luciferase reporter, IRE1-XBP1 UPR activation, luminescence; percent of tunicamycin response, DMSO as zero. activation, % at 20 µM. hit rate 0.33% among 330,000;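 active = versus positive control, 20 µM dose yields 30% or more activation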;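 note: 100% = tunicamycin at 10 µg/mL and 0% = DMSO only wells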
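Test system: CHO-XBP1 luciferase reporter cells | Buffer or medium: Serum-containing F12 medium, 10% FBS | Schedule: 6 h compound exposure at 37 °C, 5% CO2 | Detection: Steady-Glo luciferase glow luminescence, 10 min after reagent addition | Read-out basis: Activation, % of tunicamycin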
697 NFkB inh – lowers PMA/ionomycin-induced NF-kB signal in 697 B cells. AID 435022. inhibition, % at 4 µM. 697 B-cell NF-kB luciferase reporter, 16 h. hit rate 0.33% among 330,000; in the data active = inhibition above about 35%
APJ antagonist – antagonists of human APJ apelin receptor; P35414; CHO-K1 APJ beta-arrestin complementation, luminescence; inhibition, % at 20 µM; hit rate 0.32% among 330,000;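 active = inhibition above about 40% at 20 µM, limit read from the data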;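 note: cells challenged with 10 nM apelin-13 agonist together with compound; plate controls were apelin-13 plus DMSO wells for no effect and DMSO wells lacking apelin-13 for full effect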
Mdm2 MdmX PPI – disrupts the human Mdm2-MdmX interaction; hit rate 3% among 330,000; SaOS-2 split-luciferase Mdm2/MdmX complementation, luminescence; AID 485346; inhibition, % at 8 µM; O15151+Q00987;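 active = inhibition of at least 50% at 8 µM in the primary screen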
The depositor's hits bear a star.

SMILES	CHOP UPR activ	tim23-1 inh	APJ agonist	Jurkat NFkB inh	UPR XBP1 act	697 NFkB inh	APJ antagonist	Mdm2 MdmX PPI
COc1ccc(-c2n[nH]c(=S)n2-c2ccc(C)cc2)cc1	-0.6	40	-2	8	1	-9	-7	23
CC(=O)Nc1ccc(S(=O)(=O)N2CCN(C(=O)CCC3CCCC3)CC2)cc1	-2.0	7	-4	-8	2	-15	4	40
COc1ccc(N2CCN(CC(O)COc3ccc4c(c3)CCC4)CC2)cc1 (stereo not drawn)	-2.1	-179	-2	9	1	-3	7	-11
CCOc1ccc2nc3cc(NCc4ccc(OC)cc4)ccc3c(N)c2c1	71*	47	30*	100*	4	-29	-15	97*
O=C(/C=C/c1ccc2c(c1)OCO2)NCc1ccncc1	1.8	7	1	2	1	-16	-11	-23
CCOC(=O)C1=C(COC(=O)/C=C/c2cc(OC)c(OC)c(OC)c2)NC(=O)NC1C (stereo not drawn)	2.4	3	7	16	-3	18	4	43
CCOC(=O)C1=C(CNC(C)(C)CC(C)(C)C)NC(=O)NC1c1cccc([N+](=O)[O-])c1 (stereo not drawn)	1.0	27	0	5	-2	2	-27	17
COc1ccc(S(=O)(=O)NCc2ccncc2)cc1NC(=O)c1ccccc1	2.7	10	0	30	-2	-44	-66	-5
C(=N\Nc1nn2cnnc2c2ccccc12)/c1ccco1	-0.3	7	-2	-5	1	6	15	2
Cc1cccc(C)c1NC(=O)c1ccc2c(c1)CCN2S(C)(=O)=O	1.3	8	0	-7	-1	3	9	21
CC1CCN(S(=O)(=O)c2ccc3c(c2)N(CC(=O)NCCCN2CCCCC2C)C(=O)CS3)CC1 (stereo not drawn)	-0.4	7	-4	-14	-2	2	9	22
Cc1ccccc1NC(=O)CN(C)S(=O)(=O)c1cccs1	-1.9	5	-1	-9	0	9	-26	-2
O=C(NCCc1ccccc1F)[C@@H]1CSC2c3ccccc3C(=O)N21 (stereo partly drawn)	-1.2	17	-1	-16	1	-1	6	-27
CC(C)CCNC(=O)C1CCCN1C(=O)NC1CCCCC1 (stereo not drawn)	0.2	1	-1	8	-9	9	2	10
Cc1nn(-c2ccccc2)c(Cl)c1/C=N/NC(=O)OC(C)(C)C	3.1	39	-2	-77	5	-81	-18	-106
Cc1nnsc1C(=O)NC1CCCc2c1cnn2-c1ccccc1F (stereo not drawn)	2.4	-3	-1	9	-5	-20	-53	1
Cc1ccc2nc(Cc3ccc(N)cc3)[nH]c2c1	2.2	11	1	-10	3	-37	2	-26
COc1ccccc1CNC(=O)CN(C)S(=O)(=O)c1ccc(Br)s1	1.0	14	-1	6	-7	9	-6	13
CCCOc1ccc(C(=O)Nc2ccc(N(C)C)cc2)cc1	3.4	11	10	-78	-2	3	-47	-82
COc1ccc(NC(=O)COC(=O)C2CCCCC2)c([N+](=O)[O-])c1	-0.7	12	0	-4	-2	6	-17	12
CCOC(=O)c1ccc(NC(=O)N2CCCCC2)cc1	2.2	25	-15	-91	0	-117	-14	-16
Cc1cc(=O)n2nc(N3CCCC(C(=O)NC(C)c4ccccc4)C3)sc2n1 (stereo not drawn)	-0.9	8	6	8	4	4	-1	20
CC(C)COc1ccc(CN=C(N)N=C(N)N)cc1Cl	-1.1	-3	-2	20	2	-5	0	21
CCCNC(=O)C(Cc1ccccc1)NC(=O)c1ccc(-c2ccccc2)cc1 (stereo not drawn)	1.8	-1	-1	3	3	1	-1	32
c1csc(CNCCCN2CCOCC2)c1	0.1	1	-5	7	-4	4	-4	-4
Next part
SMILES	CHOP UPR activ	tim23-1 inh	APJ agonist	Jurkat NFkB inh	UPR XBP1 act	697 NFkB inh	APJ antagonist	Mdm2 MdmX PPI
CCc1nc(Nc2ccc(F)cc2)c2oc3ccccc3c2n1	2.7	28	0	-13	16	-3	7	23
COc1ccc(-c2ccc3ccccc3n2)cc1	-1.0	23	-2	-180	-3	-307	6	-146
C=CCn1cnnc1SCC(=O)Nc1cccnc1Cl	0.9	1	5	-9	2	-41	-18	0
Cc1cc(NC(=O)Cn2nc(C(F)(F)F)c3c2CCC3)n(-c2ccccc2)n1	-2.5	-2	-1	-17	2	2	3	-9
CC(=O)Nc1ccc(/C=N/N2C(=O)NC(C)(c3ccc(OC(F)F)cc3)C2=O)cc1 (stereo not drawn)	-0.2	9	3	3	2	-2	2	6
Cc1ccc(OCCn2cc(C=O)c3ccccc32)cc1	0.0	27	0	9	0	-1	15	28
COc1ccc(C(C)=O)cc1COC(=O)CNC(=O)c1ccccc1F	-1.1	8	1	5	-3	13	1	11
CN1CCc2c(n(CC(O)CN3CCN(CCO)CC3)c3ccccc23)C1=O (stereo not drawn)	-3.4	5	-2	2	0	6	11	9
Cc1cc(C)c2nc(SCC(=O)Nc3ccc(S(=O)(=O)N4CCCC4)cc3)c(C)cc2c1	-0.4	7	1	-3	0	-29	-31	5
O=C(NC1=NCCS1)c1ccc(Cl)c(S(=O)(=O)N2CCCCCC2)c1	-0.6	31	-2	7	3	-1	10	-1
Cc1ccccc1OCC(=O)N(Cc1cccc(F)c1)C1CCS(=O)(=O)C1 (stereo not drawn)	0.0	7	-1	-15	-1	7	-8	18
COc1ccc(CCn2c(=N)c(C(=O)NC3CCCC3)cc3c(=O)n4cccc(C)c4nc32)cc1	0.4	6	1	7	4	1	46*	88*
COc1ccc(-c2cc(C(=O)N/N=C(\C)c3cccnc3)c3cc(C)ccc3n2)cc1OC	-1.6	5	19	-4	-2	19	-38	26
Cc1c(NC(=O)COc2ccccc2Cl)c(=O)n(-c2ccccc2)n1C	1.0	-2	-1	2	-4	7	-7	6
CCOC(=O)CC(=O)CSc1ncnc2c1nnn2-c1ccc(F)cc1	-3.1	25	-2	-20	-2	8	2	8
O=C(NNc1ccc([N+](=O)[O-])cc1)c1ccccc1Cl	0.2	-13	-2	3	-1	20	7	-3
CN(C)Cc1ccc(F)cc1Sc1cc(Cl)ccc1Cl	3.4	-1	-2	-3	-2	-2	-11	13
COc1cccc(/C=C2\Oc3cc(OC(=O)N4CCOCC4)ccc3C2=O)c1	1.3	22	3	-8	12	-3	-13	-1
CCCCCN(C(=O)CCC(=O)OCC(=O)c1c(C)cc(C)cc1C)c1c(N)n(CCCC)c(=O)[nH]c1=O	1.7	11	-4	22	2	20	-11	7
O=C(NCCC(=O)N1CCNC1=O)OCc1ccccc1	1.3	-12	2	0	-1	13	-13	-3
c1ccc2cc(OCCOCCOc3ccc4ccccc4c3)ccc2c1	0.8	-6	-5	-12	0	-2	-10	-17
CC(=O)Nc1ccc(NC(=S)NC(=O)c2cc3ccccc3o2)cc1	3.5	6	-2	-12	1	-31	16	-2
COCC(=O)N1CCC(Oc2ccc(C(=O)NC3CCOC(C)(C)C3)cc2)CC1 (stereo not drawn)	1.2	18	4	3	-4	-15	-3	-35
CC(=O)Nc1cccc(NC(=O)CSc2nnnn2C(C)C)c1	0.3	11	2	-12	-1	21	5	-6
CCOc1ccc(N(Cc2ccc(OC)cc2)C(=O)c2ccco2)cc1	-0.9	24	-1	-3	-2	-6	-8	-4

Of the compounds above, 2 contain a tert-butyl group:
SMILES	CHOP UPR activ	tim23-1 inh	APJ agonist	Jurkat NFkB inh	UPR XBP1 act	697 NFkB inh	APJ antagonist	Mdm2 MdmX PPI
CCOC(=O)C1=C(CNC(C)(C)CC(C)(C)C)NC(=O)NC1c1cccc([N+](=O)[O-])c1 (stereo not drawn)	1.0	27	0	5	-2	2	-27	17
Cc1nn(-c2ccccc2)c(Cl)c1/C=N/NC(=O)OC(C)(C)C	3.1	39	-2	-77	5	-81	-18	-106

Arranged by molar mass (ascending): 3 of the compounds above
SMILES	CHOP UPR activ	tim23-1 inh	APJ agonist	Jurkat NFkB inh	UPR XBP1 act	697 NFkB inh	APJ antagonist	Mdm2 MdmX PPI
O=C(NNc1ccc([N+](=O)[O-])cc1)c1ccccc1Cl	0.2	-13	-2	3	-1	20	7	-3
Cc1cc(NC(=O)Cn2nc(C(F)(F)F)c3c2CCC3)n(-c2ccccc2)n1	-2.5	-2	-1	-17	2	2	3	-9
COCC(=O)N1CCC(Oc2ccc(C(=O)NC3CCOC(C)(C)C3)cc2)CC1 (stereo not drawn)	1.2	18	4	3	-4	-15	-3	-35

The list goes on:
SMILES	CHOP UPR activ	tim23-1 inh	APJ agonist	Jurkat NFkB inh	UPR XBP1 act	697 NFkB inh	APJ antagonist	Mdm2 MdmX PPI
CC1CN(c2ccnc3cc(Cl)ccc23)CC(C)O1 (stereo not drawn)	-0.5	14	1	-9	5	-2	-15	-7
CCCNC(=O)C(CC)NC(=O)c1ccc(C#N)cc1 (stereo not drawn)	3.3	7	-3	-1	2	15	-1	8
N#C/C(=C\c1ccc(O)cc1)C(=O)NCc1ccccc1	1.1	33	-4	-3	6	8	-7	-3
COc1ccc(OC)c(C(=O)c2oc3ccccc3c2NC(C)=O)c1	-1.4	14	-3	3	1	10	0	21
Cc1ccc(S(=O)(=O)/C(C#N)=C/c2c(N3CC(C)OC(C)C3)nc3c(C)cccn3c2=O)cc1 (stereo not drawn)	-0.4	9	-3	-7	2	10	11	-2
Cc1cc(OCc2ccc(C(=O)Nc3ccc(C(=O)O)cc3)o2)ccc1Cl	2.7	12	-2	15	-1	-81	-4	4
COC(=O)N1CCc2c(sc(NC(=O)C3COc4ccccc4O3)c2C(N)=O)C1 (stereo not drawn)	5.8	15	-3	-58	2	-30	7	-2
CCC(=O)Nc1ccc(NC(=S)NC(=O)c2oc3ccccc3c2C)cc1	8.5	-2	-3	-3	15	-2	32	72*
O=C(NCCN1CCOCC1)c1ccccc1Oc1ccccc1	6.2	-2	-1	10	-3	5	18	-2
O=C(NCc1ccco1)c1cccc(NS(=O)(=O)c2cccc(F)c2)c1	1.2	5	-2	2	0	8	-2	-9
Fc1ccc(-c2nn(-c3ccccc3)cc2CNCc2ccccc2)cc1	1.3	29	-2	9	-4	21	10	38
O=C1CN(C(=O)NCC(=O)N[C@H](Cc2ccccc2)C(=O)O)c2ccccc2N1	1.1	10	0	18	-2	16	-8	4
CC(C)C(NC(=O)/C(=C/c1ccco1)NC(=O)c1ccc(Br)o1)C(=O)O (stereo not drawn)	-1.6	6	-2	-17	-1	-6	0	-13
NC(=O)[C@H]1CC2(CC(c3cccc(NC(=O)[C@H]4CCC(=O)N4)c3)=NO2)CN1C(=O)c1ccccc1 (stereo partly drawn)	-0.6	-2	5	-4	-4	-10	-50	-7
COc1cc(O)c(C(CCN2CCCCC2)c2ccc3c(c2)OCO3)c(OC)c1 (stereo not drawn)	1.1	18	4	1	1	16	2	27
Cc1cc(C)n2c(SCC(=O)Nc3cc(S(=O)(=O)N(C)C)ccc3C)nnc2n1	-0.1	3	-1	1	0	12	3	19
O=C(NCCc1ccccc1)C(c1cccs1)N(C(=O)CCl)c1ccc(Cl)cc1 (stereo not drawn)	-0.6	53*	0	48	-7	27	2	99*
CCN(c1ccc(OC)cc1)S(=O)(=O)c1ccc2c(c1)CCN2C(=O)CCC(=O)O	-0.1	12	-1	-10	0	-14	2	-9
CC(C)C[C@H]1CN=C(Nc2ccccc2)N1CC1CCC(C(C)(C)C)CC1 (stereo partly drawn)	-0.1	50	1	42	12	-16	27	100*
O=C(O)c1ccccc1C(=O)OCc1ccccc1	-0.5	-5	-1	1	0	6	13	-15
CC(C)(C)C(=O)Nc1ccc(N2CCCC2)cc1	-1.6	13	0	3	-1	-6	-32	-4
Cc1ccc(/C=N/NC(=O)c2nnn(-c3nonc3N)c2C(C)C)s1	2.6	3	9	-1	1	-4	10	11
O=C(OCC(=O)N1CCN(C(=O)c2ccco2)CC1)c1cc(-c2ccc(F)cc2)nc2ccccc12	2.9	32	1	-12	-1	-68	-1	-34

From PubChem
